Source: PubChem (National Center for Advancing Translational Sciences (NCATS))
D1 PAM – Potentiators of Human D1 Dopamine Receptor: qHTS; actives 0.036% (n = 360,000); HEK293 TREx D1 cells, calcium flux, dopamine EC20 potentiation; AID 504651, 2011; D(1A) dopamine receptor (Homo sapiens), P21728; potentiation, % at 10 µM; in the data active = potentiation above about 30%; note: 0% is about no effect
RXFP1 agonist – qHTS Assay for Agonists of the Relaxin Receptor RXFP1. Relaxin receptor 1 (Homo sapiens), Q9HBX9. HEK293T-RXFP1 cAMP TR-FRET, 30 min; response scale: percent of porcine relaxin response, buffer zero. Potency, µM (series often up to 57.5 µM), without a hit: top-dose activation, most hits filed as activators. actives 0.3% (n = 370,000). AID 2676, 2010; note: potency is the fitted concentration of half-maximal effect; % is set by controls: 0 for no effect and ±100 for the full control effect; nearly all actives have a fitted effect of over 60% in size; many of its hits are not listed in these tables
Target sequence (Q9HBX9 whole entry, looked up): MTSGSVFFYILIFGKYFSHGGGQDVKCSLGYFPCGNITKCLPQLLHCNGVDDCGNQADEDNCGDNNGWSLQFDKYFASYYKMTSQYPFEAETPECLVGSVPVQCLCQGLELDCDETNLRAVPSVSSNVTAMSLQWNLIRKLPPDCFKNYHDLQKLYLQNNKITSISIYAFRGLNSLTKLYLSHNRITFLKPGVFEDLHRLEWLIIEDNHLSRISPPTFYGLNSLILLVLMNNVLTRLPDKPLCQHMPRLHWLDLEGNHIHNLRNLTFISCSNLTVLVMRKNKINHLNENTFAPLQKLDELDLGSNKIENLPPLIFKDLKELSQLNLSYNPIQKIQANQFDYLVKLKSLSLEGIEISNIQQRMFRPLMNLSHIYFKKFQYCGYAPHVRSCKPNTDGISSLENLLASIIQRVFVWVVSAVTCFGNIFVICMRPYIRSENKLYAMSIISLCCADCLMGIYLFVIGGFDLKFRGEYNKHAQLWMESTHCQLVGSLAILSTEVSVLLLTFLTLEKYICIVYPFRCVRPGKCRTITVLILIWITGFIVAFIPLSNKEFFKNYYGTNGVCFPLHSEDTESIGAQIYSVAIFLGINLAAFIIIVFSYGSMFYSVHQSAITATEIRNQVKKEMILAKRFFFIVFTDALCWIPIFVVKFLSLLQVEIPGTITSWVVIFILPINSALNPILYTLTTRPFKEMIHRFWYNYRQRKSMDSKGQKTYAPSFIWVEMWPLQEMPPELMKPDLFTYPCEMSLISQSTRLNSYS
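Agonist response is measured as cAMP accumulation in an RXFP1-transfected HEK293T line under PDE4 inhibition. Values are scaled between buffer-only and 29 nM porcine relaxin, and EC50s come from standard Hill equation fits.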
D1 ag – Allosteric Agonists of the Human D1 Dopamine Receptor: qHTS; D(1A) dopamine receptor (Homo sapiens), P21728; actives 1% (n = 360,000); AID 504660, 2011; HEK293 T-REx D1 cells, calcium flux, agonist mode; activation, % at 2 µM; in the data active = activation above about 30%; note: 0% is about no effect
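Tetracycline-induced HEK293 TREx D1 cells, force-coupled to calcium signalling, were dye-loaded with a no-wash calcium kit. Compound was pin-added after a 10 s baseline. Fluorescence was read kinetically at 1 cycle/s for 180 s, with calcium rises flagged as agonism.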
RXFP1 antag – qHTS Assay for Antagonists of the Relaxin Receptor RXFP1. Relaxin receptor 1 (Homo sapiens), Q9HBX9. HEK293-RXFP1, relaxin-stimulated cAMP HTRF, 30 min; active compounds read low. activity change, negative = inhibition, % at 57.5 µM. actives 0.59% (n = 350,000). AID 1259400, 2018;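 active = activity change of -60% or lower, but not beyond a set lower limit; inconclusive = change between -60% and -40%, or beyond the set limit; inactive = change above -40%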; note: % is set by controls: 0 for no effect and ±100 for the full control effect
D2 potentiator – HTS Assay for Positive Allosteric Modulators of the Human D2 Dopamine Receptor: Primary Screen for Potentiators; potentiation, % at 10 µM; HEK293 T-REx D2, calcium flux, EC20 dopamine potentiation; actives 0.34% (n = 340,000); D(2) dopamine receptor (Homo sapiens), P14416;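 active = potentiation over 3 SD above the plate norm, cut at about 30% in these data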; note: 0% is about no effect
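Using a no-wash calcium dye in inducible, force-coupled HEK293 Trex cells expressing D2, we tracked fluorescence each second for 180 s after compound, then for 180 s after EC20 dopamine to detect augmented signalling.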
D1 antagonist – Antagonist of Human D 1 Dopamine Receptor: qHTS. HEK293 TREx D1 cells, calcium flux, dopamine EC80; active compounds read low. actives 3.2% (n = 360,000). activity change, negative = inhibition, % at 10 µM. D(1A) dopamine receptor (Homo sapiens), P21728. AID 504652, 2011; in the data active = activity change below about -30%; note: % is set by controls: 0 for no effect and ±100 for the full control effect
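After overnight tetracycline induction at 30 C, force-coupled D1 HEK293 cells took up a no-wash calcium dye at room temperature. Compounds were added and monitored 180 s, and the response to EC80 dopamine was then recorded.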
Vif-APOBEC3F blk – qHTS for Inhibitors of Vif-A3F Interactions: qHTS; HeLa A3F-eYFP + Vif (tagged APOBEC3F with the HIV-1 protein that degrades it), YFP fluorescence increase; Potency, µM (titrated, usually from 46.1 µM), without a hit: at the top dose activity, negative = active; actives 0.2% (n = 390,000); AID 602313, 2012; note: potency is the fitted concentration of half-maximal effect; % of control where 0% means no effect; nearly all actives have a fitted effect of over 65% in size
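HeLa cells stably expressing Vif plus C-terminally eYFP-tagged A3F were seeded, incubated overnight at 37 deg C, dosed with compound, incubated overnight again at 37 deg C. Yellow fluorescence (Ex 488/Em 500-530) reported blocked Vif-mediated A3F-eYFP degradation.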
Vif-APOBEC3G blk – qHTS for Inhibitors of Vif-A3G Interactions: qHTS; DNA dC->dU-editing enzyme APOBEC-3G (Homo sapiens), Q9HC16; HeLa A3G-eYFP + Vif (tagged APOBEC3G with the HIV-1 protein that degrades it), YFP fluorescence, overnight; Potency, µM (highest dose often 46.1 µM), without a hit: at the highest dose activity, negative = active, most hits filed as inhibitors; actives 0.076% (n = 410,000); AID 602310, 2012;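 note: potency is the fitted concentration of half-maximal effect; % is set by controls: 0 for no effect and ±100 for the full control effect; nearly all actives have a fitted effect of over 60% in size; hits raise eYFP signal because A3G escapes Vif-driven loss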
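HeLa cells stably expressing Vif and C-terminally eYFP-tagged A3G, seeded overnight at 37 deg C, then exposed to compound by pintool overnight at 37 deg C. Rise in yellow fluorescence (Ex 488/Em 500-530, Acumen) marks blocked Vif-driven A3G degradation.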
GRP78 ERSR act – qHTS for Inducers of the Endoplasmic Reticulum Stress Response (ERSR) in Human Glioma: qHTS; U87-MG GRP78 promoter luciferase reporter, 16 h; Potency, µM, inactives show at the highest dose activation, usual class: activators; actives 0.02% (n = 420,000); note: potency is the fitted concentration of half-maximal effect; series mostly up to about 76 µM; % of control where 0% means no effect; nearly all actives have a fitted effect of over 35% in size
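ERSR induction read as luciferase luminescence (Bright-Glo, 10 min at room temperature) in stably transfected human U87-MG glioma cells exposed to compounds for 16 h, using GRP78 as sensor.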
Active calls of the source: *; ? = inconclusive; / = not tested or not shown; & = joins results of further samples. Unless noted, calls come from the whole dose curve; as a rule, active = well fitted curve in the direction sought with a large enough effect; inconclusive = small, poorly fitted or top-dose-only effect, or another doubt; inactive = no such curve, though single readings can be large; an effect the other way counts as inactive or inconclusive.

SMILES	D1 PAM	RXFP1 agonist	D1 ag	RXFP1 antag	D2 potentiator	D1 antagonist	Vif-APOBEC3F blk	Vif-APOBEC3G blk	GRP78 ERSR act
CN(C)CCCN1C(=O)C(=O)/C(=C(/O)c2ccncc2)C1c1cccnc1 (configuration not stated)	14	0.2%	2	4	-5	-18	-1%	0%	-5%
CCN=C1S/C(=C\c2ccc(-c3cccc(C(=O)O)c3)o2)C(=O)N1CC	5	-0.2%	7	-7	4	0	?	-21%	0%
CC1CCCN(C(=O)C2CCN(C(=O)Nc3ccccc3)CC2)C1 (configuration not stated)	0	2.0%	0	6	-2	-1	0%	-5%	-6%
COc1cc(OC)c(NC(=O)Nc2ccc(OC)c(OC)c2)cc1Cl	-5	0.5%	0	-1	-9	-16	2%	-7%	-6%
C=CCN(CC=C)CCOc1ccccc1[N+](=O)[O-]	-4	-0.3%	1	?	-22	11	-12%	-1%	2%
O=C(CCCN1CCC(O)(c2ccc(Br)cc2)CC1)c1ccc(F)cc1	-2	-0.6%	70*	-12	-20	-87*	3%	3%	-2%&-1%
CC(C)(C)Cc1nnc(NC(=O)CSc2ccccc2)s1	9	-0.6%	-3	2	-5	-13	-10%	-3%	4%
COC(=O)c1ccc(NC(=O)CCc2c(C)nc3c(c(C)nn3-c3ccc(C)cc3)c2C)cc1	-1	-1.0%	5	-10	-7	-1	/	/	/
O=C(CNc1ccc2ccccc2c1)NNC1=NCCC1	-4	-0.3%	0	11	1	-6	0%	2%	0%
O=C(O)CCCCCNCc1ccncc1	-10	0.0%	1	9	-4	-41*	-6%	2%	-5%
CN1CCCN(S(=O)(=O)c2cccc(Cl)c2Cl)CC1	-2	1.9%	8	-5	-6	-9	-6%	13%	-2%
C=CCn1c(CSc2nc3ccccc3s2)n[nH]c1=S	6	5.1%	0	-7	12	14	-9%	-3%	0%
Cc1cnc(C)c(N(C)NC(=S)Nc2ccccc2)n1	-1	0.6%	6	-8	-6	1	-21%	2%	-4%
CCOC(=O)CSc1nc2sc3c(c2c(=O)n1Cc1ccccc1)CC(C(C)C)OC3 (configuration not stated)	-2	7.0%	0	/	-5	-13	-1%	1%	-4%
CC(=O)c1c(C)[nH]c(C(=O)Nc2cccc(C)n2)c1C	-1	3.1%	2	8	-13	6	-8%	-13%	-7%
CC(C)(C)NC(=O)c1nc2nc(-c3ccccc3)cc(C(F)(F)F)n2n1	-2	2.0%	0	-7	-17	6	2%	0%	-3%
Fc1ccccc1N1CCN(Cc2nc(-c3ccc(Cl)cc3Cl)no2)CC1	1	-1.3%	1	-14	-3	-14	5%	-3%	6%
COc1ccccc1CNC(=O)Cc1c[nH]c2ccccc12	-2	0.5%	2	3	-3	-9	-18%	-6%	4%
COc1ccc(-c2nc(CS(=O)(=O)CC(=O)NCc3cccc(Br)c3)c(C)o2)cc1	11	7.6%	2	3	-2	-6	-5%	-2%	-2%
COc1ccc(-c2ccc(CN3C(C(C)C)C(=O)N(Cc4cn(CC5CCCCC5)nn4)CCS3(=O)=O)cc2)cc1OC (configuration not stated)	/	/	/	-12	/	/	-16%	-1%	-2%
CC12CC3CC(C)(C1)CC(C(=O)NC(=S)N1CCCCC1)(C3)C2	7	-1.9%	1	-16	-5	-10	0%	-5%	-3%
CCCC(NCC(=O)Nc1ccccc1C(=O)NC1CC1)c1ccccc1 (configuration not stated)	3	-1.3%	4	8	-5	3	-1%	-3%	-3%
CC1(c2ccc([N+](=O)[O-])cc2)NC(=O)N(CC(=O)c2ccc3c(c2)OCO3)C1=O (configuration not stated)	6	-0.9%	34*	-2	-2	-7	3%	4%	-4%
Brc1cc2c(cc1C1Nc3ccccc3C3C=CCC31)OCO2 (configuration not stated)	-7	-0.3%	0	-17	-2	-4	-10%	-29%	-5%
O=C(/C=C/c1ccco1)NC(=S)Nc1ccccc1	2	-3.8%	0	19	/	-11	?	?	-1%
Cn1ncc2c(NNC(=O)C3CCCCC3)ncnc21	-11	30%	5	1	-3	-19	-5%	1%	-3%
CCC1Oc2ccc(C)cc2N(CC(=O)NCCc2ccccc2)C1=O (configuration not stated)	0	-0.3%	-3	2	-8	-7	-5%	-1%	-1%
COC(=O)c1c(NC(=O)COC(=O)Cn2cnc3ccccc32)sc2c1CCCC2	0	-0.5%	3	-14	1	6	-6%	-8%	-3%
O=C(NNC(=O)C12CC3CC(CC(O)(C3)C1)C2)c1csc(N2CCOCC2)n1	0	2.5%	2	0	-2	-9	-4%	1%	-5%
CCN(CC)CCCNC(=O)CSc1nc(C)cc(C)n1	-3	0.7%	1	6	-5	-9	-7%	4%	-1%
CC12CN3CC(C)(CN(C1)C3c1ccc([N+](=O)[O-])o1)C2 (configuration not stated)	-1	2.8%	0	-7	-8	-10	-2%	-4%	-4%
Cn1nc(CSc2ccccc2)c(C=O)c1Cl	3	-0.7%	3	-2	15	22	-7%	5%	1%
O=C(CC12CC3CC(CC(C3)C1)C2)NCC(c1ccc(F)cc1)N1CCOCC1 (configuration not stated)	-2	0.3%	2	-22	3	2	-14%	0%	0%
COc1cccc(CCC(=O)O)c1OC	1	-1.3%	0	-10	0	-2	8%	-2%	-5%
Cc1ccc(-c2nc(-c3ccccc3)no2)cc1	-5	1.8%	4	/	0	5	5%	0%	-6%
COc1ccc(S(=O)(=O)N2CCOCC2)cc1NC(=O)CN(C)Cc1c(F)cccc1Cl	0	-1.1%	2	4	-2	-16	4%	-2%	-4%
CN1CCN(CC(=O)Nc2cccc([N+](=O)[O-])c2)CC1	3	0.7%	2	-1	-7	-2	7%	0%	-1%
COc1ccc(NC(=O)CCNS(=O)(=O)c2cccc3nsnc23)cc1Cl	1	1.4%	-1	/	4	2	5%	-1%	-3%
O=C(NCCc1c[nH]c2ccccc12)c1cc2sccc2n1Cc1ccccc1	3	0.9%	3	-8	-4	3	-9%	2%	-3%
Cc1cccc(C(=O)NCc2nnc(SCC(=O)NC(C)c3ccccc3)n2C)c1 (configuration not stated)	-3	0.9%	7	-8	-5	-1	2%	1%	-4%
Cc1cc(C)nc(NC(=O)c2ccc(Cl)cc2[N+](=O)[O-])c1	-5	-0.5%	1	6	8	-28	4%	1%	-3%
O=c1[nH]c(=O)n(-c2ccccc2)c2c1C(C(F)(F)F)(C(F)(F)F)N=C(C1CCCCC1)N2	-2	4.5%	12	-7	1	24	-23%	0%	-5%
CCN(CC(=O)NCc1cccs1)C(=O)c1cccc(S(=O)(=O)NC)c1	-1	-0.1%	6	3	-1	11	5%	-1%	1%
COCCn1c(SCC(=O)c2ccccc2)nc2c(c1=O)SCC2	-2	-0.6%	5	3	/	-12	8%	4%	-1%
CC(C)C1Nc2ccc(C(=O)NC3CCCCC3)cc2NC1=O (configuration not stated)	-4	-1.4%	3	7	1	-2	-2%	-4%	0%
COC(=O)c1c(-c2cccs2)csc1NC(=O)CSc1ncnc2sc(C)c(C)c12	-8	2.6%	3	-1	/	-8	11%	0%	0%
Cc1ccc(/C=N/NC(=O)CC(=O)NCc2cccnc2)cc1	4	-0.4%	0	0	1	1	0%	0%	-2%
Cc1ccccc1NC(=O)c1cc2sccc2n1Cc1ccc(F)cc1	-4	4.7%	2	/	-3	-10	-15%	-6%	-2%
N#Cc1ccccc1CSc1nc2ccsc2c(=O)n1Cc1ccccn1	-11	8.0%	0	13	7	1	-5%	-14%	2%
CCOc1ccc(C2c3[nH]c4ccccc4c3CCN2C(=O)CCC2CCCC2)cc1 (configuration not stated)	-2	4.5%	2	-7	-1	1	1%	-5%	-3%
COc1ccc(C2c3c(oc4ccc(C)cc4c3=O)C(=O)N2c2cc(C)ccn2)cc1OC (configuration not stated)	-2	0.7%	2	/	7	-1	/	/	/
COC(=O)c1cc2cc(NS(=O)(=O)c3ccc(C)cc3)ccc2s1	-5	0.1%	7	-5	43*	-2	0%	3%	-4%
CCOc1ccc(NC(=O)c2ccc(NC(=O)c3ccc(NC(N)=O)cc3)cc2)cc1	/	/	/	-34	/	/	0%	1%	-5%
CCc1cc(C(=O)OC)c(NC(=O)C2CC(=O)NN2Cc2ccccc2)s1 (configuration not stated)	-4	3.0%	3	5	22	22	-9%	1%	1%
Cc1cc(SCC(=O)c2ccccc2)n2ncc(-c3ccccc3)c2n1	0	0.2%	5	3	8	-5	0%	-13%	7%
NCCSSCCN	-8	15%	2	/	-2	-13	-6%	-2%	0%&-4%&1%
COc1ccc(C(=O)N(c2ccccn2)C2CCCCC2)c(OC)c1	1	-0.9%	0	1	-8	8	-1%	0%	-4%
O=C(COC(=O)C1=COCCO1)Nc1ccccc1OC(F)F	-4	-1.7%	2	-2	0	18	-16%	3%	0%
CC1CCN(C(=O)CSc2nnc(-c3cccs3)o2)CC1	-6	2.5%	5	-1	/	0	15%	1%	0%
COc1cc(Cl)c(C)cc1NC(=O)CN1CCN(C(=O)C2CC2)CC1	2	2.6%	3	1	-9	8	0%	?	0%
COc1ccc(NS(=O)(=O)c2ccc(C)c(NC(=O)CNC(=O)c3ccco3)c2)cc1	3	-0.9%	1	-4	15	32	9%	-2%	-3%

Limited to Vif-APOBEC3G blk, for some of the entries so far:
compound | Vif-APOBEC3G blk
COc1ccc(C(=O)N(c2ccccn2)C2CCCCC2)c(OC)c1 | 0%
O=C(COC(=O)C1=COCCO1)Nc1ccccc1OC(F)F | 3%

Only part of the results is shown; the hit share may differ from the screen's.
